AmpC inh no detg: inhibitors of E. coli AmpC beta-lactamase without detergent | AmpC nitrocefin hydrolysis, absorbance 480 nm, 0.0001% Triton | 330,000 tested, 0.52% active | Potency, µM (series often up to 57.1 µM), for inactives: at the highest dose activity change, negative = inhibition, usual class: inhibitors | AID 485341;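 further: potency means the concentration at half of the fitted maximal effect; plate controls were no compound for no effect and no enzyme for full effect; nearly all actives have a fitted effect of over 20% in size; some results filed as inactive show a strong effect at the top dose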
Target sequence (P00811 whole entry, looked up): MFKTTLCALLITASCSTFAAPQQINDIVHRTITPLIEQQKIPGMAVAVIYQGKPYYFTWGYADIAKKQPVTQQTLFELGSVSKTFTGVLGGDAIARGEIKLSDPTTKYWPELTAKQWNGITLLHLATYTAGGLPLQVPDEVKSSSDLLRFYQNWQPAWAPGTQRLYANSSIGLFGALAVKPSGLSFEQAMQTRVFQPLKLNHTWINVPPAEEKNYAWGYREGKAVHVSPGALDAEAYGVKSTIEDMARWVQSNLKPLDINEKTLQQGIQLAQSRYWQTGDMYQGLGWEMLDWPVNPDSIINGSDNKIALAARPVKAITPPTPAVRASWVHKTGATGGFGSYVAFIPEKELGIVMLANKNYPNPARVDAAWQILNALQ
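20 mM phosphate pH 7.0 + 0.01% (detergent screen) or 0.0001% Triton X-100; 5.3 nM AmpC reagent; cpd preinc 15 min RT; nitrocefin (800 uM stock) to start; A480 q20 s × 4 min; Activity was normalised to no-enzyme and no-compound control wells.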
Shiga toxin inh: inhibitors of Shiga toxin in Vero cells; Vero cells, Shiga toxin protein synthesis inhibition reporter; inhibition, % at 38.7 µM; 290,000 tested, 9.2% active; AID 2315; in the data active means inhibition mostly above about 28%, no sharp cut-off; inactive means mostly below about 43%; further: 0% is about no effect
FBPA Giardia inh: Giardia lamblia aldolase inhibition. A8B2U2. purified Giardia FBPA. Potency, µM (doses to about 59.6 µM), inactives show at the highest dose activity, negative = inhibition, most hits filed as inhibitors. 290,000 tested, 0.71% active; further: potency means the concentration at half of the fitted maximal effect; on the % scale 0 is the no-effect control and ±100 the full control effect; nearly all actives have a fitted effect of over 55% in size
Target sequence (A8B2U2 whole entry, looked up): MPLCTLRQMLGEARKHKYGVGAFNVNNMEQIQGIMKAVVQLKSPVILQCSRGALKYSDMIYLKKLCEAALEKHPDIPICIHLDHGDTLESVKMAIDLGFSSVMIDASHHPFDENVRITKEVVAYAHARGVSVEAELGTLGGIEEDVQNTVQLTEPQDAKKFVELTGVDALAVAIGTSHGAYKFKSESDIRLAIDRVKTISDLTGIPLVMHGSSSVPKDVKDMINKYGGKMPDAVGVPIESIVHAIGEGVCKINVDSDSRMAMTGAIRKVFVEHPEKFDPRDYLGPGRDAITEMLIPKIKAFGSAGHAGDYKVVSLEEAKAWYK
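40 nM FBPA preincubated 10 min at RT with compound (up to 57.5 uM final), then substrate plus GAPDH/TPI/NAD/arsenate coupling and diaphorase/resazurin added. Fluorescence read after 20 min at RT, 525/598 nm.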
AMA1 RON2 block: disrupts binding of P. falciparum AMA1 to RON2; Potency, µM (top dose mostly 58.2 µM), inactives show at the top dose activity change, negative = inhibition, usual class: inhibitors; 360,000 tested, 0.2% active; AlphaScreen AMA1-biotinylated RON2 peptide binding; AID 720542;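 further: potency means the concentration at half of the fitted maximal effect; 0% = vehicle wells and -100% = peptide control; nearly all actives have a fitted effect of over 45% in size; some results filed as inactive show a strong effect at the top dose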
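AMA1 (3D7) with his tag at 25 nM final met compounds first, then biotinylated RON2 peptide at 25 nM; detection used donor plus acceptor beads, 10 µg/mL apiece, read by AlphaScreen after 30 min at room temperature.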
HCMV inh: inhibitors of human cytomegalovirus | HFF cells, HCMV-luciferase reporter, 72 h; hits give low values | activity change, negative = inhibition, % at 57.5 µM | 410,000 tested, 4.5% active; in the data active means activity change below about -60%; inconclusive means no clear call, values can overlap the other calls; inactive means above about -39%; further: on the % scale 0 is the no-effect control and ±100 the full control effect
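Cell-based, HFFs, 1000 cells/well, 16 h 37C; cpds in DMSO + HCMV-luc, MOI 1 PFU/cell; 72 h 37C; OneGlo luminescence after 5 min RT; norm. to buffer vs Salinomycin 10uM.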
AmpC detergent: AmpC beta-lactamase inhibition with detergent present. P00811. AmpC hydrolysis of nitrocefin, absorbance 480 nm, 0.01% Triton. Potency, µM (doses to about 114 µM), for the others: at the highest dose activity change, negative = inhibition, usual class: inhibitors. 370,000 tested, 0.041% active;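 further: potency means the concentration at half of the fitted maximal effect; 0% = no-compound wells and -100% = no-enzyme wells; nearly all actives have a fitted effect of over 25% in size; some results filed as inactive show a strong effect at the top dose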
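20 mM phosphate pH 7.0 + 0.01% (detergent screen) or 0.0001% Triton X-100; 5.3 nM AmpC reagent; cpd preinc 15 min RT; nitrocefin (800 uM stock) to start; A480 q20 s × 4 min; Activity was normalised to no-enzyme and no-compound control wells.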
CHX counter: counter-screen hit for Shiga toxin inhibitors, cycloheximide. cell reporter, cycloheximide protein synthesis inhibition counterscreen. max response, %. 300,000 tested, 12% active. AID 2314; in the data active means max response mostly above about 13%, no sharp cut-off; inactive means mostly below about 14%; further: read at 38.3 µM for the half of the compounds with a filed dose; 0% is about no effect
The depositor's hits bear a star; i = inactive; ? = inconclusive; . = not tested or not shown; & = joins results of further samples; [ ] = remark or other dose. Unless noted, the call rests on the fitted dose curve; in most records, active means well fitted curve in the direction sought with a large enough effect; inconclusive means small, poorly fitted or top-dose-only effect, or another doubt; inactive means no such curve, though single readings can be large; an effect the other way counts as inactive or inconclusive.

entry | compound | AmpC inh no detg | Shiga toxin inh | FBPA Giardia inh | AMA1 RON2 block
1 | OCCC1CN(Cc2cnc(-c3ccc(Cl)cc3)nc2)CCN1C1CCCC1 (stereo unspecified) | 34% | 11 | 1% | -3%
2 | COc1ccc2cc(C3C(C#N)=C(N)OC(C)=C3C(C)=O)c(Cl)nc2c1 (stereo unspecified) | -21% | 38 | ? | 10%
3 | CCN(CC)S(=O)(=O)c1ccc(C(=O)Oc2coc(CSc3nc(C)cc(C)n3)cc2=O)cc1 | 123%[activator] | -6 | -2% | 13%
4 | CCOC(=O)N1CCN(CCC(=O)Nc2ccc(OC)cc2OC)CC1 | -5% | -1 | 2% | -7%
5 | CCc1sc(C(=O)Nc2ncccc2C)cc1C | -3% | 55 | 13% | 6%
6 | Cc1ccn2cc(CCNS(=O)(=O)c3ccc4c(c3)CCCC4)nc2c1 | -6% | -15 | 3% | -3%
7 | O=C(Nc1ccccc1)c1cccc(N2C(=O)CCC2=O)c1 | -7% | -13 | -1% | 5%
8 | Cc1ccc(-c2c(C(=O)NCc3ccccc3)oc(=O)c3ccccc23)cc1 | -20% | -1 | 0% | -3%
9 | CC(=O)NNc1ncnc2c1cnn2-c1ccc(C)cc1 | -2% | 86* | 0% | 114%[activator]
10 | O=C(CCS(=O)(=O)c1ccccc1F)Nc1ccc(N2CCN(Cc3ccccc3)CC2)cc1 | 9% | . | . | -8%
11 | CCOC(=O)CN(C(=O)CN1CCC(n2nnc3cc(C)ccc32)CC1)c1ccccc1 | 87%[activator] | -7 | -1% | 9%
12 | C=C(C)CN(CC)C(=O)CC1C(=O)NCCN1CC(C)(C)C (stereo unspecified) | 26% | -2 | -29% | 18%

entry | HCMV inh | AmpC detergent | CHX counter
1 | ? | -14% | 1
2 | -1 | 5% | 8
3 | -25 | -8% | -4
4 | -17 | ? | 0
5 | 16 | -1% | 41*
6 | -7 | -6% | 12
7 | 8 | -2% | -3
8 | ? | 4%&-5% | -5
9 | -3 | 1% | 37*
10 | 6 | -8% | .
11 | 0 | -1% | -4
12 | -24 | -5% | 4

(more compounds)
entry | compound | AmpC inh no detg | Shiga toxin inh | FBPA Giardia inh | AMA1 RON2 block
13 | CCOc1ncccc1C(=O)N(C)CC(=O)Nc1ccc(C)cc1 | -13% | 3 | 0% | 4%[11.6 µM]
14 | O=C1c2cccnc2-c2ncccc21 | -8% | -6 | 0% | 2%
15 | CC(C(=O)Nc1ccc2c(c1)OCO2)c1ccc([N+](=O)[O-])cc1 (stereo unspecified) | 2% | 3 | 16% | -1%
16 | Cc1nc(S/C(=C/c2ccc(-c3cc(Cl)ccc3C)o2)C(=O)O)n[nH]1 | -17% | 103* | -30% | 109%[activator]
17 | Cc1cc(NC(=O)CCC(=O)N(c2cccc(F)c2)C(C(=O)NC2CCCC2)c2ccccc2)no1 (stereo unspecified) | 126%[activator] | -15 | 12% | 3%
18 | CC(C)CCn1nnnc1C(C(C)C)N1CCC(C(N)=O)CC1 (stereo unspecified) | 1% | -5 | 9% | 25%
19 | Cc1cccc(NC(=O)Nc2ccc3c(c2)OCO3)n1 | -37% | 76* | -5% | -1%
20 | COc1ccc2c(c1)-c1nc(N)sc1CC2 | -26% | 10 | ? | -4%
21 | Cc1cccc(NC(=S)N2CCC(C(=O)c3ccc(F)cc3)CC2)c1C | ? | 18 | -2% | 0%
22 | Fc1ccc(CSc2nnc3ccc(-c4ccncc4)nn23)cc1 | 13% | -3 | 5% | 15%
23 | O=C1CC(N2CCOCC2)C(=O)N1CCN1C(=O)CC(N2CCOCC2)C1=O (stereo unspecified) | -8% | -5 | 0% | 21%
24 | O=C(NCCOC(=O)c1ccc(Cl)cc1)c1cccnc1 | -18% | -10 | -5% | 0%

entry | HCMV inh | AmpC detergent | CHX counter
13 | 5 | -2% | 1
14 | -24 | ? | 2
15 | ? | 12% | 1
16 | -35 | 5% | 29*
17 | -19 | 9% | -3
18 | 11 | 10% | -3
19 | 246 | -4% | 46*
20 | ? | 2% | 3
21 | 24 | 0% | -1
22 | 37 | 1% | -4
23 | 4 | -11% | -9
24 | -20 | -9% | 1

More structures
entry | compound | AmpC inh no detg | Shiga toxin inh | FBPA Giardia inh | AMA1 RON2 block
25 | CN(c1ccccc1)c1ccc(/C=N/NC(=O)CC#N)cc1 | 1% | 58* | 1% | -1%[2.32 µM]
26 | COc1ccccc1NC(=O)C(C)N1C(=O)C2CCCCC2C1=O (stereo unspecified) | -10% | . | . | -4%
27 | Cc1ccc(S(=O)(=O)NCCNC(=O)C2CCCNC2=O)cc1 (stereo unspecified) | -13% | 1 | 2% | 16%
28 | COc1ccc(/C=C2/Sc3ccc(C(=O)N4CCOCC4)cc3NC2=O)cc1OC | 14% | -9 | 0% | 17%
29 | COc1ccc2c(c1)CCc1cc(C(=O)N3CCN(c4ccc(N5CCOCC5)nn4)CC3)sc1-2 | 229%[activator] | 17 | ? | ?
30 | Cc1ccc(-c2nc(-c3ccc(Cl)cc3)sc2CC(=O)O)c(C)c1 | -25% | 7 | 17% | 10%
31 | Cc1ccc(S(=O)(=O)NCCCCCC(=O)NCCc2ccccc2)cc1 | 10% | -2 | 7% | 5%
32 | O=C(CCCc1ccccc1)NCCCc1ccccc1 | 6% | -3 | 6% | ?
33 | Cc1ccccc1/C(N)=N/OC(=O)c1ccc(F)cc1 | 2%[2.29 µM] | 107* | 0% | 13%
34 | C/C(=N\NC(=S)NCc1ccccc1)c1ccccc1F | -26% | 46* | -4% | 5%
35 | CCC(=O)c1ccc(OCC(=O)Nc2cccc(S(=O)(=O)N(C)c3ccccc3)c2)cc1 | -28% | . | . | 21%
36 | O=C(CN1CCN(Cc2ccc(F)cc2)CC1)NCCc1ccccc1 | 51% | . | 0% | -4%

entry | HCMV inh | AmpC detergent | CHX counter
25 | ? | 4% | 28*
26 | 10 | -7% | .
27 | 24 | 0% | -2
28 | -69* | -4% | -1
29 | . | ? | -2
30 | 19 | 1% | 28*
31 | 26 | -3% | -2
32 | -15 | 2% | -2
33 | -90* | -9% | 47*
34 | -5 | 8% | 23
35 | ? | 1% | .
36 | -81* | -21% | -1

In the list so far, these have a cyano group:
entry | compound | AmpC inh no detg | Shiga toxin inh | FBPA Giardia inh | AMA1 RON2 block
2 | COc1ccc2cc(C3C(C#N)=C(N)OC(C)=C3C(C)=O)c(Cl)nc2c1 (stereo unspecified) | -21% | 38 | ? | 10%
25 | CN(c1ccccc1)c1ccc(/C=N/NC(=O)CC#N)cc1 | 1% | 58* | 1% | -1%[2.32 µM]

entry | HCMV inh | AmpC detergent | CHX counter
2 | -1 | 5% | 8
25 | ? | 4% | 28*

(list continues)
entry | compound | AmpC inh no detg | Shiga toxin inh | FBPA Giardia inh | AMA1 RON2 block
37 | O=C(COc1ncnc2ccccc12)c1ccc(Cl)cc1 | -27% | 79* | 0% | -19%
38 | O=C1c2ccccc2[C@@H]2C[C@@H](O)[C@H](Nc3cccc(Cl)n3)CCN12 | -25% | . | . | 5%
39 | CC(=O)Nc1c(O)nc(SCC(=O)Nc2sc3c(c2C#N)CCCCCC3)[nH]c1=O | -28% | 10 | 11% | -1%
40 | COc1ccc(CCNC(=O)C/C(C)=N/NC(=O)C2CCCCC2)cc1OC | -19% | 2 | 5% | -13%
41 | CN(C(=O)c1ccoc1)c1ccccc1I | . | 25 | 5% | .
42 | CS(=O)(=O)N(CC(=O)NCCSC1CCCCC1)c1ccc2c(c1)OCO2 | 28% | 15 | 7% | 0%
43 | Cc1ccc(S(=O)(=O)N2CCC(C(=O)N3CCC[C@H]3C(=O)NCc3ccccc3)CC2)cc1 | 66%[activator] | -2 | 8% | -5%
44 | O=C(NCN1C(=O)C2C3C=CC(C3)C2C1=O)OC1CCCCC1 (stereo unspecified) | 2% | -2 | 2% | -20%
45 | O=C(Nc1ccccc1)c1ncoc1-c1ccc(Cl)cc1 | -2% | -2 | 8% | -6%
46 | COc1ccccc1C1CC(=O)Oc2cc(C)cc(C)c21 (stereo unspecified) | -19% | i | -5%[89.2 µM] | 6%
47 | O=[N+]([O-])c1cccc2ncccc12 | -13% | -8 | -1% | 1%
48 | Cc1occc1C(=O)/C(C#N)=C/c1ccc(O)c(Br)c1 | -26% | 14 | -3% | -14%

entry | HCMV inh | AmpC detergent | CHX counter
37 | -15 | -1% | 26*
38 | -26 | . | .
39 | 30 | 0% | -1
40 | 3 | -5% | 1
41 | . | . | -3
42 | -22 | ? | -2
43 | -18 | -4% | -1
44 | 26 | 2% | -1
45 | 107 | 2% | 1
46 | -19 | . | -1
47 | -19 | 0% | 4
48 | 2 | -11% | 0

Next section.
entry | compound | AmpC inh no detg | Shiga toxin inh | FBPA Giardia inh | AMA1 RON2 block
49 | C[C@]12C=CC(=O)C=C1CC[C@@H]1[C@@H]2[C@@H](O)C[C@@]2(C)[C@H]1CC[C@]2(O)C(=O)COC(=O)CCC(=O)O | -20% | -10 | -7% | -2%
50 | CCOCC(=O)Nc1cc(C(=O)OC)ccc1C(=O)OC | -15% | -8 | 5% | 11%
51 | O=C(NC1CCCCC1)C1COc2ccccc2O1 (stereo unspecified) | -6% | . | . | -12%
52 | O=C(O)CCc1nc(-c2cccs2)no1 | -39% | -17 | 6% | -16%
53 | O=c1c2ccccc2nc(COc2ccccc2)n1/N=C/c1ccco1 | -34% | 69* | -1% | -8%
54 | O=C(Nc1ccc(F)cc1F)C1CCN(S(=O)(=O)c2cccnc2)CC1 | -7% | -3 | -2% | 1%
55 | O=C(COC(=O)[C@@H]1CC(O)CN1S(=O)(=O)c1ccc([N+](=O)[O-])cc1)NC12CC3CC(CC(C3)C1)C2 (stereo partly specified) | 287%[activator] | 2 | -6% | -7%
56 | O=C(O)CN1C2=NCCCN2c2ccccc21 | -9% | -6 | -7% | -7%
57 | CCOc1ccc(Nc2cc(C)nc3c(C)cccc23)cc1 | -11% | 11 | 4% | 4%
58 | COC(=O)C1=C(c2ccc(-c3ccccc3)c(F)c2)C[C@@H]2CC[C@H]1N2C(=O)NCc1cc(C)oc1C(F)(F)F | -17% | . | . | -4%
59 | Cc1cccc2nc(CSc3ncccc3C(=O)O)cn12 | -10% | -4 | ? | 2%

entry | HCMV inh | AmpC detergent | CHX counter
49 | 49 | -7% | -3
50 | -21 | 1% | -1
51 | -18 | ? | .
52 | 10 | ? | -2
53 | 14 | -1% | 35*
54 | 14 | 2% | -2
55 | -6 | 1% | -1
56 | -24 | -1% | -1
57 | -76* | 0% | -1
58 | -8 | 12% | .
59 | 23 | -13% | -3

Entries of single compounds as entered above. Screens in order: AmpC inh no detg	Shiga toxin inh	FBPA Giardia inh	AMA1 RON2 block	HCMV inh	AmpC detergent	CHX counter
COC(=O)C1=C(c2ccc(-c3ccccc3)c(F)c2)C[C@@H]2CC[C@H]1N2C(=O)NCc1cc(C)oc1C(F)(F)F reads -17%	.	.	-4%	-8	12%	.
O=C(CN1CCN(Cc2ccc(F)cc2)CC1)NCCc1ccccc1 reads 51%	.	0%	-4%	-81*	-21%	-1

Assay outcomes deposited in PubChem BioAssay by National Center for Advancing Translational Sciences (NCATS).
